rCAG RNA binder – molecules binding r(CAG) RNA repeats; r(CAG) RNA repeat, TO-PRO-1 dye displacement fluorescence; inhibition, % at 3 µM; hit rate 1.3% among 370,000;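 active = inhibition above the plate cutoff, the mean of all test compounds on that plate plus 3 SD, cut at about 35% in these data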;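 note: 0% = DMSO alone and 100% = 100 µM mitoxantrone as full dye displacement; higher means more dye released from RNA so lower well fluorescence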
mABHD4 FP – inhibits mouse alpha/beta hydrolase domain 4; Q8VD66; purified mABHD4, FP-Rh probe fluorescence polarization; inhibition, % at 8.92 µM; hit rate 0.54% among 370,000;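 active = inhibition exceeding the mean over every tested compound plus 3 SD, cut at about 30% in these data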;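 note: 0% = plate median of compound wells and 100% = S159A mutant with DMSO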
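Material: mouse ABHD4 enzyme, wild type; Benchmarks: S159A mutant high control, sample median low control; Buffer or medium: HEPES pH 7.0, NaCl, Pluronic buffer; Signal: fluorescence polarization; Read-out: percent inhibition of probe binding, normalized to plate controls; Timing: pre-incubation 45 min, probe exposure 60 min, at 25 °C; Dosing: 8.92 µM, single dose.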
LEDGF integ inh – blocks HIV-1 LEDGF/p75-dependent DNA integration | hit rate 0.64% among 370,000 | TR-FRET IN-LEDGF/p75 DNA integration, Eu/Cy5 | AID 743269 | inhibition, % at 3.7 µM;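 active = inhibition above the screen-wide mean plus 3 SD, cut at about 13% in these data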;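 note: signal is the Cy5 over europium emission ratio at 671 and 618 nm; 0% = plate median of compound wells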
TCR-CD3 inh – blocks the human TCR-CD3 interaction. TAMRA-labeled TCR probe fluorescence, biochemical. inhibition, % at 9.4 µM. hit rate 0.37% among 360,000. AID 651800; in the data active = inhibition above about 19%;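 note: recombinant mutant TCR 2C K166C tagged with TAMRA read by polarization; 0% = receptor in buffer alone and 100% = receptor with positive control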
SIAE primary – blocks human sialic acid acetylesterase | Q9HAT2 | SIAE FP-Rh probe binding, fluorescence polarization | inhibition, % at 9.66 µM | hit rate 0.69% among 370,000;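 active = inhibition above a cutoff: mean of compounds within the control limits plus 3 SD of those, cut at about 17% in these data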;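 note: 0% = plate median of compound wells and 100% = probe without SIAE protein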
Target sequence (Q9HAT2 whole entry, looked up): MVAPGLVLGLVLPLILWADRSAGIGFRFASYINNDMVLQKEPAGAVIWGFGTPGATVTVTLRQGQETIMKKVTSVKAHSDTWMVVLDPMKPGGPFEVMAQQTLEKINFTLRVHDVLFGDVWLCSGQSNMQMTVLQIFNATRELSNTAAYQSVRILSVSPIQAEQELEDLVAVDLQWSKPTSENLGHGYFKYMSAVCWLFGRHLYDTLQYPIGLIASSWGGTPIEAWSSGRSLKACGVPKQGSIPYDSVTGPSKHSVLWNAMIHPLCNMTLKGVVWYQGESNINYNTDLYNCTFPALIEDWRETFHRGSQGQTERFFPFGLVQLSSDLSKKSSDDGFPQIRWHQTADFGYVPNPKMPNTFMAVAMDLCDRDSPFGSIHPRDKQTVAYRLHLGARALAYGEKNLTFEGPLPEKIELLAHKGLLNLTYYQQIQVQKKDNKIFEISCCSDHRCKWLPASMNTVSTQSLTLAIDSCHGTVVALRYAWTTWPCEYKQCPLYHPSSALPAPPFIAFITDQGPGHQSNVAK
PG9 Ab binder – PG9 antibody binding by small molecule; hit rate 0.43% among 360,000; inhibition, % at 6.7 µM; TR-FRET gp120-PG9 antibody binding; AID 624416; in the data active = inhibition above about 8.5%
HTRA1 inhibitor – inhibitors of human serine peptidase HTRA1 | Q92743 | recombinant HTRA1, FP-rhodamine activity-based probe, fluorescence polarization | inhibition, % at 5.96 µM | hit rate 0.5% among 340,000; in the data active = inhibition above about 36%;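 note: 0% = enzyme with DMSO and 100% = wells lacking enzyme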
Target sequence (Q92743 whole entry, looked up): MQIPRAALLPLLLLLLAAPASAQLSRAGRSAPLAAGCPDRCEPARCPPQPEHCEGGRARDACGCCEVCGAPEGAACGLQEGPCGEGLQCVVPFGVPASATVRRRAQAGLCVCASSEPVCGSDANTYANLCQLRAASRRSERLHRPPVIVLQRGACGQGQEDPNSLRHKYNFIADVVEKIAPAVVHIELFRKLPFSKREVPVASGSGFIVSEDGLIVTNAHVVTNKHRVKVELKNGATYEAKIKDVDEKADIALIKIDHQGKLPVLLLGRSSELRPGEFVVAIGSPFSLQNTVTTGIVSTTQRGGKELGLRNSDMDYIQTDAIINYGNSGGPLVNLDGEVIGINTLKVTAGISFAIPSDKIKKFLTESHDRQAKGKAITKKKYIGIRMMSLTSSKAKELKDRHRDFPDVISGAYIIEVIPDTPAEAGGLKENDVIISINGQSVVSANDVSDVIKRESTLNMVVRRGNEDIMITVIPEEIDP
TDP2 absorb – blocks human TDP2 phosphodiesterase activity | hit rate 0.34% among 370,000 | inhibition, % at 12.8 µM | recombinant TDP2, T5PNP hydrolysis, p-nitrophenol absorbance 415 nm | O95551 | AID 720702;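 active = inhibition above the mean of all tested compounds plus 3 SD, set per campaign, cut at about 25% in these data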;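 note: 0% = DMSO with enzyme and 100% = buffer with substrate but no TDP2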
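Assay system: Recombinant human TDP2 | Quantity: 120 nM TDP2 per well | Incubation: 2 h at 37 °C | Signal: Epi absorbance | Evaluation: Percent inhibition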
NR1D1 modulator – modulates human Rev-erb alpha binding to DNA; P20393; Rev-erbα–FITC-DNA binding, fluorescence polarization, 90 min; activity, % at 10 µM; hit rate 0.79% among 370,000; AID 1259318;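 active = activity above about 14%, limit read from the data; passing the limit was not always enough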;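 note: 0% = DMSO wells with 35 nM protein and 100% = DMSO wells with 750 nM protein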
PRMT1 inh – inhibitors of human PRMT1 | Q99873 | recombinant PRMT1, activity-based probe fluorescence polarization | inhibition, % at 2.79 µM | hit rate 1.3% among 370,000;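 active = inhibition above about 21% made by adding two undisclosed values, limit read from the data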
Numbers without * were called inactive; . = not tested or not shown. An excerpt; the hit share may differ from the screen's.

SMILES | HTRA1 inhibitor | PRMT1 inh | LEDGF integ inh | TCR-CD3 inh | mABHD4 FP | rCAG RNA binder | PG9 Ab binder | NR1D1 modulator | TDP2 absorb | SIAE primary
COc1cc(-n2c(C)nc3cc(C(=O)N4CC(C)CC(C)C4)ccc32)cc(OC)c1OC (configuration not stated) | . | -5 | 4 | . | -9 | -1 | . | -1 | -3 | 0
CCCCN(C(=O)c1ccc(C)o1)c1c(N)n(CCCC)c(=O)[nH]c1=O | 5 | 0 | 1 | 1 | -2 | -1 | -0.3 | -2 | 5 | -2
Cc1cc(C(F)(F)F)nn1CC(=O)NNC(=S)Nc1cccc(Cl)c1 | 10 | -1 | -1 | -2 | -8 | 29 | 1.2 | 4 | 4 | 14
COc1ccc(C(=O)CN2C(=O)NC3(CCCCC3)C2=O)cc1OC | 4 | 1 | 0 | 2 | 5 | -2 | -2.0 | 7 | -1 | -3
CCOc1ccccc1Nc1cc(C)nc2nnnn12 | -3 | 1 | -5 | 2 | -2 | 3 | -0.3 | 7 | -5 | -10
COc1ccc(S(=O)(=O)Nc2ccc3oc(C)c(C(C)=O)c3c2)cc1 | -9 | 3 | -4 | -10 | 4 | 9 | 1.1 | -2 | 0 | -8
Cn1ncc2c(N)nc(NCCO)nc21 | 4 | 3 | 1 | -3 | 0 | 0 | 0.7 | 3 | 2 | -6
O=C(NC(=S)NCc1nc2ccccc2[nH]1)c1ccc(F)cc1 | -6 | -7 | 7 | -8 | -5 | 2 | 1.2 | -1 | -19 | -5
COCCn1c(N)c(N(Cc2ccccc2)C(=O)COc2ccc(F)cc2Cl)c(=O)[nH]c1=O | 5 | 1 | -1 | 3 | 4 | -1 | 2.2 | 1 | -1 | 9
NC(=O)Nc1ccc2c(c1)OCCO2 | -2 | -4 | 3 | 0 | 3 | -2 | 1.2 | -1 | 8 | 0
COc1cccc(C2/C(=C(/O)c3ccc(F)cc3)C(=O)C(=O)N2CCN(C)C)c1 (configuration not stated) | 4 | 3 | -1 | 5 | 2 | -2 | -1.2 | -4 | 6 | 0
COc1ccc(/C=N/NC(=O)CN2CCCc3ccccc32)c(OC)c1 | -5 | -2 | 4 | -9 | 3 | 0 | -2.3 | 2 | -21 | 4
O=C(CSc1nnc(-c2ccc3c(c2)OCO3)o1)Nc1c(F)cccc1F | 1 | -3 | 3 | 15 | -8 | 0 | -1.1 | -8 | -6 | 7
Cc1cc(C(=O)NNc2ccc(Cl)cc2)no1 | -6 | 1 | 8 | 2 | -3 | 1 | -1.3 | 3 | -10 | 11
Cc1occc1C(=O)Nc1nnc(C(F)(F)F)s1 | 0 | 0 | -1 | -2 | 4 | 2 | 5.7 | -3 | 3 | 3
CCOC(=O)c1sc(Nc2ccccc2Cl)nc1C | -9 | 0 | 6 | -12 | -5 | -2 | 0.4 | -2 | -13 | -5
COc1ccc(C(=O)Nc2ccc(Nc3ccccc3)cc2)cc1OC | 1 | 4 | -1 | -6 | 3 | -1 | -2.5 | 8 | -12 | 7
CCOc1ccc(-c2cc(C(=O)Nc3cc(OC)c(OC)c(OC)c3)[nH]n2)c(C)c1 | . | -1 | 2 | 1 | -1 | 3 | -0.9 | -2 | 5 | 3
c1csc(-c2noc(CN3CCN4CCCC4C3)n2)c1 (configuration not stated) | 8 | -2 | -1 | -1 | 2 | -1 | -0.5 | 6 | 4 | 4
O=C(CCC(=O)N(CC(=O)NC1CCCC1)c1ccc(F)cc1)Nc1nccs1 | -1 | 0 | 4 | 2 | -6 | -3 | -2.4 | -2 | -6 | -3
OC[C@@H]1CN(Cc2ccncc2)C[C@H](n2cnc3c(NCc4ccco4)ncnc32)O1 | . | 1 | 1 | -8 | -3 | 3 | -2.2 | -1 | 5 | 6
COc1ccc(CCNC(=O)C2CCN(C(=O)c3cccs3)CC2)cc1 | 1 | 5 | 0 | -8 | -6 | -3 | 1.2 | -3 | -3 | -4
CC(=O)Nc1ccc2c(c1)nc(CCN1CCC(C)CC1)n2C | 5 | -3 | -5 | -7 | -3 | -3 | -3.3 | 1 | 1 | -2
COC(=O)[C@]12C[C@H](CC(=O)NCC3CCCCC3)C(=O)N(CCc3ccc(OC)c(OC)c3)C1=C[C@H](C1CCCC1)O[C@@H]2C | . | 0 | -2 | . | 1 | 4 | . | 7 | 0 | 3
COCCCN(Cc1ccco1)C(=O)CSc1nc2ncccc2[nH]1 | 4 | 4 | -3 | 0 | -2 | -1 | -2.9 | -2 | 16 | 3
Cn1cnc(C(=O)NCc2ccccc2)c1C(=O)NCc1ccccc1 | -12 | 0 | 0 | -5 | 2 | -7 | -0.4 | 6 | 2 | 2
Cc1cc(C)c(NC(=O)/C=C\C(=O)O)c([N+](=O)[O-])c1 | 2 | 81* | 0 | -2 | 6 | 1 | 0.8 | 7 | 8 | -4
CC(C)C(NS(=O)(=O)c1cccs1)C(=O)NCCCN1CCCCCC1 (configuration not stated) | 5 | 1 | -4 | -9 | 3 | -2 | -1.0 | -6 | -2 | -5
COc1ccc(S(=O)(=O)N(C)C[C@H]2Oc3c(NC(=O)Nc4ccccc4)cccc3C(=O)N([C@H](C)CO)C[C@@H]2C)cc1 | -20 | 0 | -2 | 3 | -7 | 6 | -0.6 | -4 | -4 | -4
Cc1cccc(NC(=O)Nc2ccc(F)cc2)n1 | 3 | -2 | 3 | 8 | -3 | 0 | -0.6 | 3 | 1 | -1
CCOc1ncccc1C(=O)OCC(=O)Nc1ccc(S(=O)(=O)N2CCOCC2)cc1 | 4 | -4 | 2 | -4 | 1 | -1 | -3.4 | 1 | -6 | -1
CCC(=O)c1c(CC)c2n3c1=CC[C@H]3CC(Br)C=2 (some centres not stated) | . | 0 | -2 | . | 4 | . | . | 3 | -4 | -2
N#CCC(N)=C(C#N)C#N | 9 | 1 | -3 | 8 | 12 | 5 | -0.1 | 2 | 6 | -4
CCN(C[C@H]1N[C@@](Cc2ccccc2)(C(=O)OC)[C@H]2C(=O)N(Cc3ccccc3)C(=O)[C@@H]12)C(=O)Nc1ccc(C)cc1 | -31 | 1 | 2 | -2 | 0 | 10 | -0.1 | -6 | -2 | -8
COc1ccccc1NC(=O)CSc1nc(=O)n2cc(C)ccc2n1 | 3 | -1 | 2 | 5 | -6 | 0 | -2.6 | 0 | 2 | 10
CN(C)CCNC(=O)c1onc(CSc2ccc(F)c(F)c2)c1C(=O)NCCN(C)C | 5 | -2 | 0 | -9 | -5 | -10 | -1.6 | -6 | 3 | 4
COc1ccc(-c2nnnn2-c2ccccc2OC)cc1 | -3 | -3 | 0 | 5 | 1 | 2 | -1.3 | -3 | -13 | 8
Cc1ccc(CNC(=O)C2CCN(S(=O)(=O)N3CCCC3)CC2)cc1 | 7 | -2 | 4 | 2 | -3 | -2 | -0.2 | -2 | 8 | 7
COc1cccc(C2c3[nH]c4ccccc4c3C[C@H]3C(=O)N(c4ccccc4C(=O)N4CCC[C@H]4C(=O)O)C(=O)N23)c1 (some centres not stated) | -8 | 0 | 5 | 10 | -13 | 31 | 0.1 | -9 | -4 | -24
COc1cc2c(cc1OC)C(CCc1ccccc1)=NCC2 | 10 | -3 | 8 | -2 | 1 | 2 | -0.1 | 3 | -4 | 1
COc1ccc(CC(=O)NNC(=O)COc2ccc(Br)cc2C)cc1OC | 0 | -1 | 4 | 5 | 2 | -4 | -0.3 | -1 | 10 | 2
Cc1nn(-c2ccccc2)c(Oc2ccccc2)c1C=O | -3 | 0 | -3 | 1 | 0 | -8 | -0.6 | 3 | 0 | 2
O=C(NNc1ccc([N+](=O)[O-])cc1)C1CC1c1ccccc1 (configuration not stated) | -2 | 1 | -4 | 6 | 1 | 4 | 2.9 | -1 | 3 | 4
Cc1cc(C#N)c(C)n1-c1cc(C(F)(F)F)ccc1N1CCOCC1 | -11 | 4 | 2 | -2 | -3 | -3 | 1.1 | 6 | -9 | 2
CC(C)(C)n1nc2c(c1NC(=O)Cc1cccc3ccccc13)CS(=O)C2 (configuration not stated) | 0 | 6 | -3 | -4 | 1 | 5 | 3.0 | 2 | -1 | -2
O=C(NCC(=O)N1CCN(c2ccccc2F)CC1)c1ccc(Br)o1 | 8 | 0 | 0 | 6 | 3 | -4 | -0.5 | 1 | 1 | 6
Cc1ccc(N2CCN(S(=O)(=O)c3ccc4c(c3)oc(=O)n4C)CC2C)cc1 (configuration not stated) | -6 | -2 | -1 | -2 | 2 | 1 | -0.5 | 1 | -7 | 2
O=c1[nH]c(-c2ccccc2Cl)nc2c1sc(=S)n2-c1ccccc1 | 1 | 2 | -1 | 5 | -2 | 14 | -0.5 | 3 | 10 | -4
O=C(NNC(=O)c1cc2cc3ccccc3nc2s1)c1cccc(C(F)(F)F)c1 | 2 | 0 | 2 | 3 | -3 | 6 | -0.9 | -9 | 1 | -8
O=C(O)c1ccc2[nH]c3c(c2c1)CCCC3 | -5 | -1 | -2 | -7 | -7 | -1 | -2.2 | 5 | -8 | 7

The list continues.
SMILES | HTRA1 inhibitor | PRMT1 inh | LEDGF integ inh | TCR-CD3 inh | mABHD4 FP | rCAG RNA binder | PG9 Ab binder | NR1D1 modulator | TDP2 absorb | SIAE primary
COc1ccccc1NC(=O)C1CCN(C(=O)c2ccco2)CC1 | -1 | 5 | 3 | -10 | -6 | -2 | -0.1 | -2 | -6 | -12
CCN1CCN(c2nnc(-c3ccccc3)c3ccccc23)CC1 | 3 | -5 | 3 | 3 | -2 | -6 | -1.9 | 0 | -5 | 0
COc1ccccc1C(=O)N/C(=C/c1ccc(Br)cc1)C(=O)NCCCn1ccnc1 | 1 | 5 | 3 | 4 | 3 | -1 | 0.4 | -1 | -1 | -5
COc1ccc(-c2nc(CS(=O)CC(=O)NC3CCCC(C)C3C)c(C)o2)cc1OC (configuration not stated) | 4 | 5 | 1 | 12 | -2 | -2 | -1.7 | 0 | -17 | -1
CCCCn1c(N)c(N(CCOC)C(=O)c2cccc(-n3cnnn3)c2)c(=O)[nH]c1=O | 5 | -4 | 0 | 11 | -3 | 0 | 1.9 | 6 | -1 | -1
CCOC(=O)c1c(C)[nH]c(N=Nc2cccc(C)c2)c1C | -11 | -3 | 0 | 2 | -6 | -1 | -0.5 | 4 | -2 | -4
Cc1ccc(CSCCNC(=O)CN2C(=O)c3ccccc3S2(=O)=O)cc1 | -8 | 6 | 4 | -7 | -6 | -2 | -0.7 | -1 | -4 | -1
C=CCC(=O)NC1CC(C)(C)Cc2c1cnn2-c1ccccc1C (configuration not stated) | 0 | 4 | 3 | -7 | -8 | -8 | 2.1 | 3 | 4 | 1
CS/C(N)=N/S(=O)(=O)c1ccc(NC(C)=O)cc1 | 2 | -1 | -1 | 0 | -4 | 1 | -2.0 | 3 | 15 | 2
